BLM inh: Bloom syndrome helicase (human) inhibition | Potency, µM (series often up to 56.1 µM), for the others: at the top dose activity change, negative = inhibition, usual class: inhibitors | actives 0.2% (n = 350,000) | AID 2528 | recombinant BLM DNA unwinding, fluorescence dequenching;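 note: potency is the fitted concentration of half-maximal effect; plate controls were vehicle for no effect and no enzyme for full effect; nearly all actives have a fitted effect of over 35% in size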
Pol iota inh: DNA polymerase iota (human) inhibition | Q9UNA4 | Pol iota fluorescent replication assay, 10 min | Potency, µM (highest dose often 115 µM), for the others: top-dose activity, negative = inhibition, usual class: inhibitors | actives 1% (n = 390,000); note: potency is the fitted concentration of half-maximal effect
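Fluorescent replication assay read twice, at 0 min and 10 min after adding 50 nM (final) substrate. Enzyme (10 nM) and compounds were first incubated 15 min at room temperature; enzyme-free buffer wells were negative controls.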
12-LOX inh: blocks human arachidonate 12S-lipoxygenase; P18054; actives 1.1% (n = 580,000); Potency, µM (series often up to 108 µM), for inactives: top-dose activity change, negative = inhibition, actives largely listed as inhibitors; purified 12hLO, xylenol orange hydroperoxide absorbance; note: potency is the fitted concentration of half-maximal effect; % is set by controls: 0 for no effect and ±100 for the full control effect
Target sequence (P18054 whole entry, looked up): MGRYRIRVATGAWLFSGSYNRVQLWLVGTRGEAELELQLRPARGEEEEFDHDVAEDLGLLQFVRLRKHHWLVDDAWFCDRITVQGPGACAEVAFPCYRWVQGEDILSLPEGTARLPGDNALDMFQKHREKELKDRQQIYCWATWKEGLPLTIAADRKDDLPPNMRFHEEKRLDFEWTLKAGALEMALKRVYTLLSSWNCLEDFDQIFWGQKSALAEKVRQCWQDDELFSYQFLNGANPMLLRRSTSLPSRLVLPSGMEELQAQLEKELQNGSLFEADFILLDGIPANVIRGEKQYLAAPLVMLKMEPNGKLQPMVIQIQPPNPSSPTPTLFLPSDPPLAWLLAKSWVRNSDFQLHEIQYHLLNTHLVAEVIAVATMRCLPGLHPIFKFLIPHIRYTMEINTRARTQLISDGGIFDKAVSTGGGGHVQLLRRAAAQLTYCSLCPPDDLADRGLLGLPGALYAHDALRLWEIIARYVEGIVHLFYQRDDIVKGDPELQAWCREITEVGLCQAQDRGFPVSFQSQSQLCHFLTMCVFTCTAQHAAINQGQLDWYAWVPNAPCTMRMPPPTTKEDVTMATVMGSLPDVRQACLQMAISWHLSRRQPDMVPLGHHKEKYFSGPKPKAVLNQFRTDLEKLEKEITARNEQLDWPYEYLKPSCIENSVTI
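Hydroperoxide product was detected by ferrous iron/xylenol orange as the 573 to 405 nm absorbance ratio. Arachidonic acid at 40 uM (final) was turned over for 30 min at room temperature by 150 nM human 12hLO, pH 7.0 Hepes buffer, after 15 min compound preincubation.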
Anesthetic bind: binds horse apoferritin like a general anesthetic; P02791; apoferritin/1-aminoanthracene competitive binding, fluorescence; Potency, µM (doses to about 77.5 µM), for inactives: top-dose activity change, negative = displacement, most hits filed as inhibitors; actives 0.074% (n = 350,000); note: potency is the fitted concentration of half-maximal effect; % is set by controls: 0 for no effect and ±100 for the full control effect; nearly all actives have a fitted effect of over 20% in size
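Read-out: endpoint 1-AMA fluorescence, excitation 380 nm and emission 535 nm, after compounds sit 10 min at room temperature with 10 uM horse-spleen apoferritin in 50% saturated 1-AMA/PBS. Values come from four-parameter Hill fits.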
APE1 inh: inhibitors of human APE1 endonuclease. P27695. recombinant APE1, TAMRA/BHQ-2 abasic DNA cleavage fluorescence. Potency, µM (titrated, usually from 65.8 µM), for inactives: at the top dose activity change, negative = inhibition, actives largely listed as inhibitors. actives 0.35% (n = 350,000). AID 2517;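 note: potency is the fitted concentration of half-maximal effect; plate controls were vehicle for no effect and reference inhibitor for full effect; nearly all actives have a fitted effect of over 55% in size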
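Kinetic fluorescence read (525 ex/598 em nm, three reads 60 s apart) of AP-site incision; signal = third minus first read. Enzyme 0.75 nM, dual-labelled THF duplex 50 nM, compound preincubation 15 min RT.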
Pol beta inh: inhibitors of human DNA polymerase beta; AID 485314; actives 1.3% (n = 340,000); Potency, µM (top dose mostly 114 µM), for the others: at the highest dose activity change, negative = inhibition, hits mostly inhibitors; Pol beta primer extension/strand displacement, fluorescence kinetic; note: potency is the fitted concentration of half-maximal effect; % is set by controls: 0 for no effect and ±100 for the full control effect
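Curves were derived by four-parameter Hill fits of normalized qHTS data. The kinetic fluorescent primer-extension read was taken at 0 and 10 min after 50 nM substrate, following a 15 min room-temperature preincubation of 10 nM enzyme with compounds.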
ERG Ets-DNA blk: blocks human ERG Ets domain binding to DNA. P11308. fluorescence polarization, His-ERG Ets domain / labelled DNA. Potency, µM (titrated, usually from 76.9 µM), without a hit: at the highest dose FP activity, negative = inhibition, usual class: inhibitors. actives 0.028% (n = 370,000). AID 624246; active = well fitted inhibition curve with a large enough effect in the polarisation, with a control signal flat; inconclusive = small, poorly fitted or top-dose-only effect, or effect the other way, or a change in a side signal; inactive = no such curve, though single readings can be large or run the other way; the % refers to the polarisation;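 note: polarization taken with two DNA probes labelled with fluorescein and Texas red; potency is the fitted concentration of half-maximal effect; % of control where 0% means no effect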
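His-tagged ERG Ets domain (1 uM in the protein solution; 300mM KCl, 50mM Tris-HCl, 1mM EDTA, 1mM DTT, pH 7.5) received compound, then a probe mix of 5 nM fluorescein-DNA and 100nM Texas-615-DNA. Fluorescence polarization was read for both dyes.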
Pol kappa inh: inhibitors of human DNA polymerase kappa | Q9UBT6 | purified Pol kappa, fluorescent DNA synthesis assay, 10 min | Potency, µM (doses to about 107 µM), for the others: at the highest dose activity, negative = inhibition, actives largely listed as inhibitors | actives 0.53% (n = 400,000); note: potency is the fitted concentration of half-maximal effect; % is set by controls: 0 for no effect and ±100 for the full control effect
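Inhibition of 10 nM Pol kappa is measured by a fluorescent read-out at 0 and 10 min following addition of 50 nM substrate (final), with a 15-min room-temperature compound preincubation.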
TRHR ag: activates the human TRH receptor | AID 493084 | actives 0.18% (n = 360,000) | activation, % at 2 µM | TRHR cells, calcium flux fluo-8, FDSS agonist mode; in the data active = activation above about 30%; note: 0% is about no effect
Target sequence (P34981 whole entry, looked up): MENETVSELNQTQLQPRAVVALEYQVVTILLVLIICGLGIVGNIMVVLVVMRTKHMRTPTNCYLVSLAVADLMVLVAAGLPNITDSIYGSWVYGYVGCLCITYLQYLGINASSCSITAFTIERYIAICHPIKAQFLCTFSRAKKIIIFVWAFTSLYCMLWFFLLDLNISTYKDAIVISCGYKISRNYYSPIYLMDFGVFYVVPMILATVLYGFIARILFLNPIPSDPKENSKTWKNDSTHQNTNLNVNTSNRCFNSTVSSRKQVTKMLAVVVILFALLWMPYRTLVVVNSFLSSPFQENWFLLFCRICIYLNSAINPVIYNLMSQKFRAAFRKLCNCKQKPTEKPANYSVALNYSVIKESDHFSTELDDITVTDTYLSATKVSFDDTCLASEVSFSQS
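Steps: seed TRHR cells overnight; add fluo-8 no-wash Ca dye, RT 30 min–1.5 h; record 10 s baseline; pin-transfer compounds; monitor fluorescence 1 cycle/s for the agonist window. Calcium increases flag candidate agonists.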
* hit, by the source's call; ? = inconclusive; . = no result given; & = joins results of further samples; [ ] = remark or other dose. Unless noted, calls come from the whole dose curve; as a rule, active = well fitted curve in the direction sought with a large enough effect; inconclusive = small, poorly fitted or top-dose-only effect, or another doubt; inactive = no such curve, though single readings can be large; an effect the other way counts as inactive or inconclusive. Only part of the results is shown; rates above refer to the full screens.

SMILES | BLM inh | Pol iota inh | 12-LOX inh | Anesthetic bind | APE1 inh | Pol beta inh | ERG Ets-DNA blk | Pol kappa inh | TRHR ag
COc1ccc(-c2cn3c(n2)sc2cc(C(=O)Nc4ccc(F)cc4)ccc23)cc1 | 0% | 50%[activator] | -28% | -16% | . | 0% | -1% | -1% | -0.2
COc1ccc(C(=O)Nc2ccc(S(=O)(=O)Nc3cc(C)nc(C)n3)cc2)cc1 | -2%&2% | 3%&-2% | 12%&-14% | -8%&-3% | 2% | 14%&-1% | 8%&-4% | -6%&-13% | 0.2&-0.1
O=C(N/N=C1/CCCc2ccccc21)C(c1ccccc1)c1ccccc1 | 4% | 1% | 24% | -8% | 0% | 4% | -9% | -13% | 0.3
CCCc1cc(C(=O)N/N=C/c2ccc(C)o2)c2ccccc2n1 | -5% | -8% | -8%[57.4 µM] | -17% | 17% | 0% | 2% | 2% | -0.8
CCC(C)NC(=O)Nc1ccccc1C (configuration not stated) | -2% | -6% | 7% | -5% | 2% | 6% | -5% | 7% | -0.3
O=C(NCCCN1CCOCC1)c1cc(Cl)ccc1[N+](=O)[O-] | -1% | 2% | -18% | -14% | 5% | 21% | 1% | -14% | 0.4
CC1(C)C=CC(=O)[C@]2(C)C1CC(=O)[C@]1(C)C2CC[C@@]2(C)C(c3ccoc3)OC(=O)C3OC321 (some centres not stated) | 0% | . | . | -12% | 1% | . | . | -5%[60.1 µM] | .
N=c1c(S(=O)(=O)c2ccc(Cl)cc2)cc2c(=O)n3ccccc3nc2n1CCN1CCOCC1 | -7% | 21% | -3% | 49%[activator] | 4% | -5% | -3% | -7% | -2.1
CC(CNS(=O)(=O)c1ccc2c(c1)CC(=O)N2C)c1ccccc1 (configuration not stated) | -4%&1% | 43%&4%[activator] | 9%&-15% | -15%&0% | 13% | -17%&-17% | 17%&-4% | -9%&-9% | 0.0&-0.5
Cc1ccc(C(=O)NC2CCN(S(=O)(=O)c3ccccc3F)CC2)cc1 | -1% | -21% | 7% | -2% | -4% | 11% | 6% | -9% | -1.2

Profiles from above. Screens in order: BLM inh | Pol iota inh | 12-LOX inh | Anesthetic bind | APE1 inh | Pol beta inh | ERG Ets-DNA blk | Pol kappa inh | TRHR ag
`COc1ccc(C(=O)Nc2ccc(S(=O)(=O)Nc3cc(C)nc(C)n3)cc2)cc1` as listed: -2%&2% | 3%&-2% | 12%&-14% | -8%&-3% | 2% | 14%&-1% | 8%&-4% | -6%&-13% | 0.2&-0.1
`CC1(C)C=CC(=O)[C@]2(C)C1CC(=O)[C@]1(C)C2CC[C@@]2(C)C(c3ccoc3)OC(=O)C3OC321` (some centres not stated) as listed: 0% | . | . | -12% | 1% | . | . | -5%[60.1 µM] | .

The results go on.
SMILES | BLM inh | Pol iota inh | 12-LOX inh | Anesthetic bind | APE1 inh | Pol beta inh | ERG Ets-DNA blk | Pol kappa inh | TRHR ag
O=c1cc2[nH]c3ccccc3c(=O)n2nc1-c1ccccc1 | -3% | -1% | -14% | 292%[activator] | 1% | 1% | -7% | -5% | 16
COc1ccccc1OCCn1cc(/C=N/NC(N)=S)c2ccccc21 | -4% | -11% | ? | 14% | 26% | -18% | -4% | -12% | 0.3
Cc1ccc(NC(=O)C2CCCN(c3ncnc4onc(C)c34)C2)cc1Cl (configuration not stated) | 3% | 20% | -19% | ? | . | 1% | 0% | 3% | -1.8
COc1cc(NC(=O)COC(C)=O)c(C)cc1[N+](=O)[O-] | -2% | 16% | -3% | -1% | -10% | 40% | 2% | -2% | 0.3
CCC(=O)Nc1ccc(NC(=O)CSc2nnnn2Cc2ccccc2)cc1C | 0% | 149%[activator] | -11% | -8% | 95%[activator] | 11% | -5% | -6% | -2.0
CCC1Sc2ccc(S(=O)(=O)Nc3cc(OC)cc(OC)c3)cc2NC1=O (configuration not stated) | -2% | 13% | -18% | -24% | -18% | 25% | 4% | 1% | 0.1
COc1ccc(C(=O)NCC(=O)NC2=NCCS2)cc1 | -1% | 15% | ? | 0% | 0% | -9% | -7% | 3% | 0.4
COc1cccc(-c2nnc3n2N=C(c2cccc(Br)c2)CS3)c1 | -4% | -10% | 0% | -10% | 18% | 21% | 7% | 8% | 0.8
COCCCNC(=O)C(CC(N)=O)NC(=O)OCc1ccccc1 (configuration not stated) | -1% | -1% | 4% | 3% | 4% | 1% | -3% | 5% | 0.3
CCOC(=O)C1=C(C)NC(C)=C(C(=O)OCC)C1C(=O)OCC(=O)NCc1ccco1 | . | 19% | -33% | . | 1% | . | -2% | 3% | .
COc1ccc(Cl)cc1S(=O)(=O)N1CCN(CC(=O)C(C)(C)C)CC1 | -2% | -2% | 0% | -2% | 2% | 0% | -11% | -12% | 0.6
CSc1nc(N)c2c3c(sc2n1)COC(C(C)C)C3 (configuration not stated) | -3% | 13% | 8% | -9% | 1% | 16% | -3% | -5% | 0.0
CCOC(=O)c1ccc2ncc(C(=O)OCC)c(NCCCN3CCOCC3)c2c1 | 35%[activator] | -11% | -4% | ? | -5% | -1% | . | -2% | -0.3
CCN(CC)CCNC(=O)c1cn(-c2ccccc2)nc1-c1cccs1 | -2% | 12% | 2% | 3% | 1% | 2% | 3% | -3% | 1.2
CCCN(C(=O)COC(=O)CNS(=O)(=O)c1ccc(NC(C)=O)cc1)C1CCS(=O)(=O)C1 (configuration not stated) | . | 6% | 38%[activator] | . | . | . | -5% | -9% | .
CCOC(=O)C1(Cc2ccc(OC)cc2)CCN(C(=O)c2cncs2)CC1 | -1% | 11% | 1% | -6% | -2% | 6% | -2% | 4% | 0.2
COc1ccc(CNC(=O)c2ccc3c(c2)N(C)C(=O)C2CCCCN32)cc1OC (configuration not stated) | -2% | 15% | 1% | -5% | . | -2% | -10% | -5%[60.1 µM] | -0.2
O=C1C=CC(=O)N1c1ccccn1 | . | 10% | -6% | . | . | . | -14% | -5% | .
COc1ccc(OCCSc2nc3ccccc3c(=O)[nH]2)cc1 | 0% | 5% | 11% | -9% | -4% | -14% | 0% | -6% | 0.2
CCCN1CCN(CCCNC(=O)Cn2nc(-c3ccccc3)ccc2=O)CC1 | 3% | 34%[activator] | 11% | -9% | -3% | 3% | . | 0% | 0.0
Cc1ccc(Cn2nnc3c(=O)n(CC(=O)NCC4CCCO4)cnc32)cc1 (configuration not stated) | 1% | 27% | 6% | -6% | -6% | 7% | 4% | -6% | 0.4
CCOc1ccccc1Nc1cc2n(c(=O)n1)CCc1cc(OC)c(OC)cc1-2 | -3% | 15% | ? | -1% | 37% | -27% | 10% | -7% | 0.0
COc1ccc(-c2cc(C(F)(F)F)nc(-n3cc(Cl)cn3)n2)cc1 | -5% | 5% | -18% | -19% | 4% | 0% | 3% | -10% | 1.2
CCOC(=O)c1ccccc1NC(=O)C(C)Oc1ccccc1 (configuration not stated) | -9% | -5% | 43%[activator][57.4 µM] | 6% | 13% | 1% | -8% | -21% | -1.1
CC(C)c1c(O)nc(SCc2ccccc2)[nH]c1=O | 3% | 7% | 9% | -9% | 1% | 38%[activator] | -6% | -2% | 0.3
Cc1ccc(S(=O)(=O)N(C)CC(=O)N2CCCCCC2)cc1 | -1% | 24% | 12% | -2% | 32% | -19% | -10% | -4% | -0.3
COc1ccc(NC(=O)COC(=O)c2ccc(OC)c(S(=O)(=O)N3CCCC3)c2)cc1OC | . | 21% | -5% | . | ? | . | 4% | -10% | -0.1
CCc1ccccc1NS(=O)(=O)c1cccc2nsnc12 | -3% | 25% | 6% | -12% | 60%[activator] | -1% | -4% | -2% | -0.7
Cc1ccc(C(=O)N2CCN(c3ccccc3)CC2)cc1NC(=O)c1ccco1 | 3% | 32%[activator] | . | -5% | 1% | 40% | -6% | -8% | -0.2
COc1ccc2c(CC(=O)Nc3nc(C)cs3)coc2c1 | -3% | 158%[activator] | ? | -14% | -2% | -11% | 14% | -8% | -0.2
COc1ccc(CCNC(=O)COc2ccc3c(C)cc(=O)oc3c2)cc1 | . | 41%[activator] | 5% | . | 1% | . | 1% | 0% | .
Cc1ccc(C(=O)NC2CCCC2)cc1S(=O)(=O)N1CCCCC1 | -4% | 14% | 7% | -4% | -6% | 13% | 12% | -8% | -0.8
CCOC1C(=O)NC(=O)N1Cc1ccccc1 (configuration not stated) | -2% | 11% | ? | -6% | -14% | 25% | -6% | -12% | 0.4
CCOP(=O)(OCC)/C(=N/OC(=O)c1ccc(OC)cc1)C(N)=O | 35%[activator] | ? | ? | 1% | -9% | 8% | 23% | 0% | 0.3
C[N+]1(CCC(=O)c2ccccc2)CCCCC1 | 0% | 10% | ? | 3% | 1% | 47% | -4% | 2% | 0.8
O=C(O)COc1ccccc1/C=N/NC(=O)CNC(=O)c1ccco1 | 1% | -6% | 8% | -12% | 4% | 39% | 12% | -3% | 0.2
O=C(NCC1CCCO1)C(c1ccncc1)N(Cc1cccs1)C(=O)Cn1nnc(-c2ccc(F)cc2)n1 (configuration not stated) | -8% | 84%[activator] | -7% | -12% | 6% | -8% | -1% | -9% | 0.1
COc1cc(C(C(=O)Nc2c(C)cccc2C)N(C)C(=O)c2ccc(-n3cnnn3)cc2)ccc1O (configuration not stated) | 3% | 13% | 13% | 1% | 15% | 3% | 17% | -7% | -0.5

Random excerpt: 3 records from the list, in no set order.
SMILES | BLM inh | Pol iota inh | 12-LOX inh | Anesthetic bind | APE1 inh | Pol beta inh | ERG Ets-DNA blk | Pol kappa inh | TRHR ag
COc1cc(C(C(=O)Nc2c(C)cccc2C)N(C)C(=O)c2ccc(-n3cnnn3)cc2)ccc1O (configuration not stated) | 3% | 13% | 13% | 1% | 15% | 3% | 17% | -7% | -0.5
O=C(NCC1CCCO1)C(c1ccncc1)N(Cc1cccs1)C(=O)Cn1nnc(-c2ccc(F)cc2)n1 (configuration not stated) | -8% | 84%[activator] | -7% | -12% | 6% | -8% | -1% | -9% | 0.1
C[N+]1(CCC(=O)c2ccccc2)CCCCC1 | 0% | 10% | ? | 3% | 1% | 47% | -4% | 2% | 0.8
